From PubChem BioAssay
Pol iota inh: inhibitors of human DNA polymerase iota; hit rate 1% among 390,000; Pol iota fluorescent replication assay, 10 min; Potency, µM (series often up to 115 µM), for inactives: at the top dose activity, negative = inhibition, most hits filed as inhibitors; also: potency is read from the fitted curve at half-maximal effect
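Fluorescent replication assay read twice, at 0 min and 10 min after adding 50 nM (final) substrate. Enzyme (10 nM) and compounds were first incubated 15 min at room temperature; enzyme-free buffer wells were negative controls.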
Apoferritin bind: binds horse apoferritin like a general anesthetic; P02791; apoferritin/1-aminoanthracene competitive binding, fluorescence; Potency, µM (titrated, usually from 77.5 µM), for inactives: at the highest dose activity change, negative = displacement, usual class: inhibitors; hit rate 0.074% among 350,000; also: potency is read from the fitted curve at half-maximal effect; % is scaled to controls: 0 for no effect and ±100 for the full control effect; nearly all actives have a fitted effect of over 20% in size
Target sequence (P02791 2-175 limits assumed): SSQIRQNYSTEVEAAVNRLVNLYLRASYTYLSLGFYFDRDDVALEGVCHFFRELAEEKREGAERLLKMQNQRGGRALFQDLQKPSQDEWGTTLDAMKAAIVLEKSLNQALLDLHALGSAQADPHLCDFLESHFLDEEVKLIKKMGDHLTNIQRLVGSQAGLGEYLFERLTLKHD
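Horse-spleen apoferritin (10 uM) in 50% saturated 1-aminoanthracene in PBS was incubated 10 min at room temperature with compound. Fluorescence (ex 380, em 535 nm) was normalized to free and bound 1-AMA, with concentration-response fitted by a four-parameter Hill equation.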
POLK inh: inhibitors of human DNA polymerase kappa; Q9UBT6; purified Pol kappa, fluorescent DNA synthesis assay, 10 min; Potency, µM (doses to about 107 µM), without a hit: top-dose activity, negative = inhibition, actives largely listed as inhibitors; hit rate 0.53% among 400,000; AID 588579; also: potency is read from the fitted curve at half-maximal effect; % is scaled to controls: 0 for no effect and ±100 for the full control effect
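First, compounds were pin-transferred onto 10 nM Pol kappa. After 15 min at room temperature, substrate was added to 50 nM final. Fluorescence was then measured kinetically at 0 and 10 min.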
RXFP1 antagonist: RXFP1 (human) relaxin receptor antagonism. AID 1259400. HEK293-RXFP1, relaxin-stimulated cAMP HTRF, 30 min; stronger effect = lower value. hit rate 0.59% among 350,000. Q9HBX9. activity change, negative = inhibition, % at 57.5 µM;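 active = activity change of -60% or lower, but not beyond a set lower limit; inconclusive = change between -60% and -40%, or beyond the set limit; inactive = change above -40%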; also: % is scaled to controls: 0 for no effect and ±100 for the full control effect
APE1 inh: APE1 (human) endonuclease inhibition | P27695 | recombinant APE1, TAMRA/BHQ-2 abasic DNA cleavage fluorescence | Potency, µM (series often up to 65.8 µM), for inactives: at the top dose activity change, negative = inhibition, hits mostly inhibitors | hit rate 0.35% among 350,000;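 also: potency is read from the fitted curve at half-maximal effect; plate controls were vehicle for no effect and reference inhibitor for full effect; nearly all actives have a fitted effect of over 55% in size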
Target sequence (P27695 whole entry, looked up): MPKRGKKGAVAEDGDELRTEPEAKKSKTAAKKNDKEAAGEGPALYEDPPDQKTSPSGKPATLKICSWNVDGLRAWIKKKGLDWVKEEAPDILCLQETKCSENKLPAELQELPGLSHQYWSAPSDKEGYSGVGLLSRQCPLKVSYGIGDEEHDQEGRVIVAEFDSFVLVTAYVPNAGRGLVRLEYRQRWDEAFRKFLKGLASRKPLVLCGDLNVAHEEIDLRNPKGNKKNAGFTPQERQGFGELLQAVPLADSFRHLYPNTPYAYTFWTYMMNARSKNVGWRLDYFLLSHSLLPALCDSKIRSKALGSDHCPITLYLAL
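0.75 nM APE1 + cpd, 15 min RT; start w/ 50 nM TAMRA/BHQ-2 THF-abasic dsDNA; kinetic fluor 525/598 nm ×3 reads @60 s; Δ(read3−read1); normalized to DMSO and NSC13755 control wells.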
POLB inh: DNA polymerase beta (human) inhibition | P06746 | Potency, µM (top dose mostly 114 µM), for inactives: at the top dose activity change, negative = inhibition, hits mostly inhibitors | hit rate 1.3% among 340,000 | Pol beta primer extension/strand displacement, fluorescence kinetic; also: potency is read from the fitted curve at half-maximal effect; % is scaled to controls: 0 for no effect and ±100 for the full control effect
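Human Pol beta at 10 nM; strand-displacement substrate 50 nM final. Compound exposure 15 min at room temperature before start, reaction 10 min at room temperature.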
BLM inh: inhibitors of human Bloom syndrome helicase BLM. P54132. recombinant BLM DNA unwinding, fluorescence dequenching. Potency, µM (titrated, usually from 56.1 µM), for the others: top-dose activity change, negative = inhibition, actives largely listed as inhibitors. hit rate 0.2% among 350,000;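 also: potency is read from the fitted curve at half-maximal effect; plate controls were vehicle for no effect and no enzyme for full effect; nearly all actives have a fitted effect of over 35% in size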
Pol eta inh: blocks human DNA polymerase eta activity; Q9Y253; recombinant Pol eta, fluorescent DNA replication assay; Potency, µM (series often up to 114 µM), for inactives: at the top dose activity change, negative = inhibition, hits mostly inhibitors; hit rate 1.2% among 390,000; also: potency is read from the fitted curve at half-maximal effect; % is scaled to controls: 0 for no effect and ±100 for the full control effect
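Pol eta (10 nM) was preincubated with compounds for 15 min at room temperature, after which fluorescent replication substrate (50 nM final) was added to start the reaction. Fluorescence was read kinetically at 0 and 10 min.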
Tb PGK inh: T. brucei PGK inhibition | Potency, µM (highest dose often 57.5 µM), without a hit: at the highest dose activity change, negative = inhibition, most hits filed as inhibitors | hit rate 0.043% among 380,000 | AID 602233 | P07378 | PGK/GAPDH coupled, Kinase-Glo luminescence, 60 min; also: potency is read from the fitted curve at half-maximal effect; % is scaled to controls: 0 for no effect and ±100 for the full control effect; nearly all actives have a fitted effect of over 60% in size
Target sequence (P07378 whole entry, looked up): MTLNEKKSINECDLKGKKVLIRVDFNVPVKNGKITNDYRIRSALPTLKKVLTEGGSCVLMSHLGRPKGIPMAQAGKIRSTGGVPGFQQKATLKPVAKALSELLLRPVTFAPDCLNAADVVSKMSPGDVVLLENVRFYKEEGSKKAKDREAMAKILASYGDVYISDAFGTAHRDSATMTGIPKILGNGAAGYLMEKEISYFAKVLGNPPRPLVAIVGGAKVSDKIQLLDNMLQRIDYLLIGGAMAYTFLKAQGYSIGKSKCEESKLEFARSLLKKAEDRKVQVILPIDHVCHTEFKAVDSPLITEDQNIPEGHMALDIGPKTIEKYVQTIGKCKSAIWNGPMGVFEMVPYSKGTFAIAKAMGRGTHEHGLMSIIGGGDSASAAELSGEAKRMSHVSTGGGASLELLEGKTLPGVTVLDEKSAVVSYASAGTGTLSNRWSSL
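Luminescent ATP detection (Kinase-Glo Plus) follows a 60-minute room-temperature incubation, with wells lacking PGK as controls. Buffer: 100 mM TEA (pH 7.6), 5 mM MgCl2, 0.01% Tween-20. Coupling enzyme GAPDH (100 nM final) supplies unstable 1,3-BPG in-well.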
Starred values were filed as active, the others as inactive; i = inactive; u = inconclusive; x = not tested or not shown; & = joins results of further samples; [ ] = remark or other dose. Unless noted, calls follow the shape of the dose curve; as a rule, active = well fitted curve in the direction sought with a large enough effect; inconclusive = small, poorly fitted or top-dose-only effect, or another doubt; inactive = no such curve, though single readings can be large; an effect the other way counts as inactive or inconclusive.

canonical_smiles	Pol iota inh	Apoferritin bind	POLK inh	RXFP1 antagonist	APE1 inh	POLB inh	BLM inh	Pol eta inh	Tb PGK inh
CCOC(=O)CSc1nc2cccnc2n1-c1ccc(F)cc1	7%	2%	-1%	9	2%	14%	-4%	-8%	i
C/C(CC(=O)Nc1ccc2ccccc2c1)=N\NC(=O)c1ccc(O)c(O)c1	u	-23%	79µM*	-16	50%[12.4 µM]	3.5µM*	-2%	u	-2%
C=CCOc1cccc(C2C(C(=O)c3ccc(C)o3)=C(O)C(=O)N2c2nccs2)c1 (stereo not given)	15%	-15%	-15%	-6	-4%	u	-5%	-6%	-10%
CCOC(=O)C1=C(COC(=O)Cc2ccc(Br)cc2)NC(=O)NC1C (stereo not given)	8%	-13%	-16%	-9	11%	u	-6%	-4%	i
CCOCCSc1n[nH]c(=O)n1CCc1ccccc1	-3%	1%	-2%[60.1 µM]	2	-3%	2%	-3%	-6%	-3%
CCN(Cc1ccccc1)C(=O)Cn1c(=O)n(-c2ccc(Cl)cc2)c(=O)c2c(C)c(C(=O)N(C)C)sc21	u	-4%	0%[60.1 µM]	-10	x	5%	1%	-10%	-2%
CCCCc1nc2cc(C(=O)N3CCNC(=O)C3)ccc2o1	13%	-6%	10%	10	0%	-13%	2%	3%	-5%
COc1ccc(CCNC(=O)c2ccc(CNS(=O)(=O)c3cccc(Cl)c3)cc2)cc1OC	3%	2%	-3%	-8	3%	7%	-3%	u	19%
C=CCn1c(SCCCc2ccccc2)nc2c1c(=O)[nH]c(=O)n2C	1%	-8%	1%	-5	1%	0%	-5%	-16%	-5%
COc1ccc(N2CCN(C(=O)CC(C)S(=O)(=O)c3ccc4c(c3)NC(=O)CO4)CC2)cc1 (stereo not given)	15%	-7%	-10%	36	0%	39%	1%	-2%	13%
OCC1(Cc2ccccc2)CCN(CCCC2CCCC2)CC1	5%	-10%	-5%	-2	-2%	2%	1%	-7%	6%
COCCNC(=O)c1ccc(CS(=O)(=O)c2c(Cl)cccc2Cl)o1	4%	9%	0%	4	-10%	1%	5%	-14%	-2%
CCOC(=O)[C@@H]1[C@H]2COc3ccccc3[C@@H]2N2C(=O)N(c3ccc(Cl)cc3)C(=O)[C@@]12C	43%[activator]	-11%	-16%	x	11%	15%	-6%	-10%	-3%
COc1ccc(NC(=O)C23CC4CC(C2)CC(n2cnc(Br)n2)(C4)C3)c(OC)c1	0%	-23%	3%	-3	-1%	3%	-3%	-6%	-2%
Cc1cc(Br)ccc1OCC(=O)NNC(=O)Cc1ccccc1	u	-3%	-4%[60.1 µM]	-13	1%	10%	-1%	0%	-10%
Cc1ccc2c(c1)-c1[nH]c(=S)ncc1CS2	11%	-4%	-2%	12	u	2%	-7%	-25%	6%
Cc1ccc(NC(=O)C(C)OC(=O)/C=C/c2ccccc2)cc1S(=O)(=O)N1CCOCC1 (stereo not given)	u	x	-15%	2	-3%	x	x	u	-9%
COc1ccnc(N=CNOCc2cccc(C(F)(F)F)c2)c1C#N	34%[activator]	-7%	-7%	4	-2%	0%	-5%	-11%	6%
C/C(=N\Nc1nccnc1Cl)c1c(F)c(F)c(F)c(F)c1F	1%	-1%	0%	1	7%	3%	-8%	-17%	-9%
COC(=O)[C@@]1(Cc2ccccc2)[C@H]2C(=O)N(Cc3ccccc3)C(=O)[C@H]2[C@H]2CN=C(SCC3CC3)N21	u	x	6%	x	6%	x	x	-22%	-5%
Cc1cccc(N2CCN(C(=O)c3ccc4c(c3)c(C)c(C)n4C)CC2C)c1 (stereo not given)	-12%&0%	-6%&-14%	4%&-5%	u	5%	7%&-2%	-4%&-10%	-21%&-17%	-10%&0%
Cc1ccc(C2CC(c3ccc(Cl)cc3)=NNC2=O)cc1 (stereo not given)	14%	u	-9%	-22	3%	-8%	-13%	-4%	i
Cc1ccc(SCc2[nH]nc3c2C2(C(=O)N(C)c4ccccc42)C(C#N)=C(N)O3)cc1 (stereo not given)	-12%	-19%	-6%	-1	8%	19%	-2%	-16%	i
Cc1ccccc1C(=O)Oc1cccc(Nc2ncnc3ccccc23)c1	-9%	x	-4%	-9	x	x	x	1%	-3%
O=C(NC(=S)Nc1ccc([N+](=O)[O-])cc1O)C1CCCCC1	20%	-5%	-12%	1	-3%	7%	-11%	0%	-6%
COCCNC(=O)C(c1cccs1)N(Cc1cccs1)C(=O)Cn1nnc2ccccc21 (stereo not given)	-2%	-2%	-10%	5	5%	-9%	-5%	5%	-4%
O=C(Nc1cccc(NC(=O)c2ccccc2F)c1)c1ccccc1	20%&3%	7%&-8%	-2%&4%	-3&-10	7%	1%&-1%	-5%&-1%	-7%&-18%	-6%&7%
COC(=O)c1ccc(/C=N/OCC(=O)NC2CCCCCCC2)cc1	3%	7.9µM*	-16%	8	-4%	-7%	-6%	-8%	5%
CN(C)C(=O)c1ccc(NC(=O)c2cncc(Br)c2)cc1	17%	-5%	-12%	19	1%	10%	3%	-12%	-18%
O=C(Cn1cc(SCc2ccc(C(F)(F)F)cc2)c2ccccc21)N1CCCC1	-2%	-4%	-8%	u	x	26%	-4%	-5%	-3%
Oc1c(CN2CCN(c3ccc(F)cc3)CC2)cc(Cl)c2cccnc12	48%[activator]	-22%	-5%	x	1%	-13%	-5%	-7%	-7%
COc1cccc(NC(=O)COC(=O)CCOc2ccccc2OC)c1	159%[activator]	-7%	-4%	6	7%	51%	-6%	-22%	1%
O=C(CN1C(=O)C2C3c4ccccc4C(c4ccccc43)C2C1=O)N1CCOCC1 (stereo not given)	-7%	-3%	-9%	2	-3%	1%	1%	-7%	i
CC1CN(C(=O)c2ccccc2NS(=O)(=O)c2ccc(Cl)cc2)CC(C)O1 (stereo not given)	10%	x	-6%	-8	29%	x	x	-7%	-1%
Cc1ccccc1N=CC=C1OC(C)(C)C(C)(C)O1	19%	-19%	-9%	-2	3%	5%	4%	0%	12%
CCOC(=O)N1CCN(C(=O)CCc2nc3sc4c(c3c(=O)[nH]2)CCCC4)CC1	37%[activator]	-3%	1%	11	3%	10%	2%	-9%	-5%
CC1(C)CC(NS(=O)(=O)OCC(Cl)(Cl)Cl)c2cc(C#N)ccc2O1 (stereo not given)	9%	-13%	-20%	x	-7%	10%	-8%	-12%	1%
Cc1cc(C(=O)NC2CCCCCC2)c2ccccc2n1	u	x	-8%	-34	12%	x	x	-8%	5%
CC(=O)Nc1nc2ccc(C(=O)NC3CCCCC3)cc2s1	-1%	6%	-4%	-13	1%	4%	0%	-10%	i
CC(=O)C1=C(O)C(=O)N(c2ccc(Br)cc2)C1c1ccc(Br)cc1 (stereo not given)	u	-3%	u	-3	42%	5%	-4%	-11%	-5%
CN(Cc1cn(C)c2ccccc12)C(=S)Nc1cc(F)cc(F)c1	-29%	-9%	-7%	-14	u	-3%	-3%	-18%	i
CCn1c(SCC(=O)c2ccccc2)nnc1-c1cccc(Cl)c1	6%	-12%	5%	x	x	18%	-2%	-6%	-1%
COc1ccc(CCNC(=O)c2ccc(-n3c(C)cc4c3CCC(C)C4)cc2)cc1OC (stereo not given)	-6%	7%	-18%	-17	x	-14%	-5%	-13%	-6%
CC(=O)NCCC(=O)NCC1(N(C)Cc2ccccc2)Cc2ccccc2C1	58%[activator]	-5%	-2%	1	41%	1%	-4%	-16%	3%

Grouped by structure, the entries above with four or more nitrogen atoms.
canonical_smiles	Pol iota inh	Apoferritin bind	POLK inh	RXFP1 antagonist	APE1 inh	POLB inh	BLM inh	Pol eta inh	Tb PGK inh
CCN(Cc1ccccc1)C(=O)Cn1c(=O)n(-c2ccc(Cl)cc2)c(=O)c2c(C)c(C(=O)N(C)C)sc21	u	-4%	0%[60.1 µM]	-10	x	5%	1%	-10%	-2%
C=CCn1c(SCCCc2ccccc2)nc2c1c(=O)[nH]c(=O)n2C	1%	-8%	1%	-5	1%	0%	-5%	-16%	-5%
COc1ccc(NC(=O)C23CC4CC(C2)CC(n2cnc(Br)n2)(C4)C3)c(OC)c1	0%	-23%	3%	-3	-1%	3%	-3%	-6%	-2%
COc1ccnc(N=CNOCc2cccc(C(F)(F)F)c2)c1C#N	34%[activator]	-7%	-7%	4	-2%	0%	-5%	-11%	6%
C/C(=N\Nc1nccnc1Cl)c1c(F)c(F)c(F)c(F)c1F	1%	-1%	0%	1	7%	3%	-8%	-17%	-9%
Cc1ccc(SCc2[nH]nc3c2C2(C(=O)N(C)c4ccccc42)C(C#N)=C(N)O3)cc1 (stereo not given)	-12%	-19%	-6%	-1	8%	19%	-2%	-16%	i
COCCNC(=O)C(c1cccs1)N(Cc1cccs1)C(=O)Cn1nnc2ccccc21 (stereo not given)	-2%	-2%	-10%	5	5%	-9%	-5%	5%	-4%
CCOC(=O)N1CCN(C(=O)CCc2nc3sc4c(c3c(=O)[nH]2)CCCC4)CC1	37%[activator]	-3%	1%	11	3%	10%	2%	-9%	-5%

A portion of the library (hit frequency here may not be typical).
